GPR7 antagonist – human neuropeptides B/W receptor 1 antagonism; GPR7-expressing cells, fluorescence antagonist assay; inhibition, % at 4.4 µM; hit rate 1.1% among 290,000; AID 1861; in the data active means inhibition above about 16%, passing the limit was not always enough;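 further: cells stimulated with the agonist NPW; 0% = agonist with vehicle and 100% = vehicle without agonist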
Target sequence (P48145 whole entry, looked up): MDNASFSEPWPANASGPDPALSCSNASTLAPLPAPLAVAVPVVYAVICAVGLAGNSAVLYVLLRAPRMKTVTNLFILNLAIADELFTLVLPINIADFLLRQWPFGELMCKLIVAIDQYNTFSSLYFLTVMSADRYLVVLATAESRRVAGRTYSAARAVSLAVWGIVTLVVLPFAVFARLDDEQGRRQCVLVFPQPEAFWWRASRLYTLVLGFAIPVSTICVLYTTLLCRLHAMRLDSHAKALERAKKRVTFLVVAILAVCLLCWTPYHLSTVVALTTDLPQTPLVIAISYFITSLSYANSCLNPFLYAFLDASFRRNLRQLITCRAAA
NALP1 inh – blocks the NALP1 inflammasome reconstituted in yeast; S. cerevisiae NALP1/ASC/caspase-1 growth, X-gal OD620, 72 h; hit rate 0.61% among 280,000; AID 2071; inhibition, % at 10 µM; in the data active means inhibition mostly above about 24%, no sharp cut-off; inactive means mostly below about 32%; further: some compounds called inactive have numbers as strong as hits
VIM-2 inh – inhibitors of Pseudomonas aeruginosa VIM-2 metallo-beta-lactamase; purified VIM-2, nitrocefin hydrolysis, epi-absorbance fluorescence; hit rate 0.89% among 290,000; inhibition, % at 5.6 µM; AID 1527;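 active means inhibition above the mean of all tested compounds plus 3 SD, cutoff set per screening run, cut at about 7.5% in these data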;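 further: red hydrolysis product quenches plate fluorescence so inhibitors raise well fluorescence; 0% = enzyme with DMSO and 100% = DMSO without enzyme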
IDE inh – inhibitors of human insulin-degrading enzyme in cells; P14735; HEK cells, FAbetaB cleavage, fluorescence polarization; inhibition, % at 5.59 µM; hit rate 0.41% among 320,000;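 active means percent inhibition above the average of all tested compounds plus 3 SD, set per screening campaign, cut at about 16% in these data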;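 further: IDE supplied by intact live HEK cells; FP after avidin binding of uncleaved biotin substrate so inhibition keeps polarization high; 0% = DMSO wells and 100% = 60 µM reference IDE inhibitor Ii1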
PHOSPHO1 block – PHOSPHO1 (human) inhibition. Q8TCT1. hit rate 1.1% among 290,000. recombinant PHOSPHO1, absorbance phosphatase assay. AID 1565. inhibition, % at 13.3 µM; in the data active means inhibition above about 60%
Target sequence (Q8TCT1 whole entry, looked up): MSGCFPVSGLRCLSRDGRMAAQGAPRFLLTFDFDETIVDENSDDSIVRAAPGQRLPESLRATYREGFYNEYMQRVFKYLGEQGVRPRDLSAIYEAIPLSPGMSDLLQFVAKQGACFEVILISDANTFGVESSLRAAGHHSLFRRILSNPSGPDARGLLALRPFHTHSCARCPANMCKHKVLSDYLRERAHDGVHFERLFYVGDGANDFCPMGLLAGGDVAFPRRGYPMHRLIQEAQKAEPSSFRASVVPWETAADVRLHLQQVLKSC
M18AAP inhibitor – PfM18AAP enzyme inhibition. recombinant PfM18AAP, H-Glu-NHMec fluorogenic cleavage. inhibition, % at 7.35 µM. AID 1822. hit rate 1.2% among 290,000;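 active means inhibition above the campaign mean inhibition over all tested compounds plus 3 SD, cut at about 28% in these data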;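 further: 0% = plate median of test compound wells and 100% = 2 mM ZnCl2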
IDE cell activ – activators of human insulin-degrading enzyme in cells; AID 493087; P14735; HEK cells, FAbeta-B cleavage, fluorescence polarization; 0% vehicle, 100% cell-free pure enzyme wells; activation, % at 5.96 µM; hit rate 0.073% among 340,000;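 active means activation above the mean of all tested compounds plus 3 SD, set per screening campaign, cut at about 17% in these data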
p-CIP stab down – p/CIP protein destabilization. Q05BA5. F442A p/CIP-EGFP cells, EGFP fluorescence, 16 h. decrease of EGFP signal, % at 10 µM. hit rate 0.01% among 290,000. AID 1984;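 active means EGFP signal decrease of at least 30% at 10 µM or well 3 SD below plate mean, unless failing retest; inactive means the rest, including hits failing retest or dose response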; further: some compounds called inactive have numbers as strong as hits; many of its hits are not listed in these tables
IMP-1 inhibitor – blocks Pseudomonas aeruginosa IMP-1 metallo-beta-lactamase; purified IMP-1, nitrocefin hydrolysis, epi-absorbance fluorescence; inhibition, % at 5.6 µM; hit rate 0.45% among 290,000; AID 1556;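 active means inhibition above the mean plus 3 SD of all compounds in the same screening run, cut at about 4.5% in these data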;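 further: 0% = IMP-1 with DMSO and 100% = DMSO wells lacking enzyme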
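Material – recombinant IMP-1 enzyme, purified · Amount – IMP-1 0.2 nM before substrate addition · Medium – HEPES buffer pH 7.1 with ZnSO4 and Brij 35 · Timing – 25 °C, 15 min preincubation, 25 min reaction · Measured by – plate fluorescence quenching by hydrolysis product, ex 480/em 530 nm · Read-out – percent enzyme inhibition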
* hit, by the source's call; · = no result given.

SMILES | GPR7 antagonist | NALP1 inh | VIM-2 inh | IDE inh | PHOSPHO1 block | M18AAP inhibitor | IDE cell activ | p-CIP stab down | IMP-1 inhibitor
Cc1onc(-c2ccccc2)c1C(=O)NC(=S)NNC(=O)c1cc(-c2ccc(F)cc2)n[nH]1 | -14.8 | · | -3.6 | -0.8 | -6.3 | 3.6 | 7.4 | 0.6 | -3.3
COc1nccnc1NS(=O)(=O)c1ccc(N/C=C2\CCCCC2=O)cc1 | 1.0 | 5.4 | -1.9 | -1.0 | 19.9 | 7.6 | 2.0 | 2.2 | -2.4
CNC(=S)N1CCC(NC(=O)C23CC4CC(CC(C4)C2)C3)CC1 | -4.7 | 0.7 | 0.2 | -6.0 | 44.5 | -16.0 | · | -14.7 | -2.5
COCCn1c(SCC(=O)Nc2cc(C(C)(C)C)nn2-c2ccccc2)nc2ccccc2c1=O | -4.2 | 27.5 | -2.8 | -4.0 | 8.7 | -2.8 | 4.3 | -4.0 | -1.0
Cn1c(-c2ccc3ccccc3n2)[n+](C)c2ccccc21 | -4.6 | 1.3 | -0.4 | -2.1 | -39.7 | -0.4 | 2.0 | -20.1 | -2.9
Cc1nnc(SCC(=O)N2c3ccccc3CC2C)s1 (stereo not drawn) | -4.8 | 30.2 | -1.9 | 4.6 | -3.4 | 2.9 | -5.3 | 2.8 | -2.0
Cc1cc(-c2nnnn2-c2cc(Cl)cc(Cl)c2)no1 | -6.8 | · | -0.1 | -0.6 | 17.1 | -3.5 | -4.0 | -5.7 | -2.9
CCCn1c(C)cc(C(=O)COC(=O)CN=C2NS(=O)(=O)c3ccccc32)c1C | -2.2 | 18.7 | -4.6 | -2.8 | -0.9 | -1.1 | 2.8 | 2.0 | -2.7
Cc1cc(=O)oc2cc(OCC(=O)Nc3ccc(S(=O)(=O)N(C)C)cc3)ccc12 | -7.4 | 2.2 | -0.6 | 1.8 | -0.3 | -0.5 | -3.7 | -4.3 | -2.6
O=C(/C=C/c1ccco1)NC(=S)Nc1ccccn1 | -0.6 | 1.6 | -0.6 | 10.4 | 32.5 | 18.4 | 2.8 | -6.1 | -3.5
Cc1onc(-c2ccccc2)c1-c1ccnn1S(=O)(=O)c1ccc(Cl)cc1 | -13.9 | 21.3 | -1.5 | 1.9 | 24.4 | 7.5 | 4.3 | -6.1 | -0.1
CC(=O)Nc1ccc(/C=C/c2nc3ccccc3o2)cc1 | 5.7 | 13.7 | 0.9 | 7.6 | 14.1 | -0.2 | 3.3 | 4.6 | -1.4
Cc1ccc(NC(=O)NNc2cccc(Cl)n2)cc1 | -17.9 | -8.8 | -0.8 | -1.2 | -31.5 | 52.6* | -0.3 | 0.8 | -2.6
CN(C)/C=N/c1c(C#N)cnn1-c1ccc(C(F)(F)F)cn1 | 7.9 | 5.7 | -0.3 | -3.9 | -16.3 | -8.6 | -3.1 | -2.6 | -3.4
C=CCn1c(=NC(=O)c2sc3ccccc3c2Cl)sc2cc(S(N)(=O)=O)ccc21 | -5.4 | 31.5 | -0.7 | 6.7 | -5.1 | -2.1 | -3.8 | -5.3 | -2.3
CCN1C/C(=C/c2cccc([N+](=O)[O-])c2)C(=O)/C(=C/c2cccc([N+](=O)[O-])c2)C1 | -10.9 | 29.9 | -0.1 | -6.2 | -23.6 | 5.6 | 7.8 | -3.6 | -3.1
CC(C)NC(=O)NC1C2CC3CC(C2)CC1C3 (stereo not drawn) | -16.3 | 7.8 | -2.4 | -3.8 | -8.7 | -1.4 | -0.1 | -2.4 | -5.7
O=C(O)c1ccccc1C(=O)Nc1ccc(S(=O)(=O)N2CCCC2)cc1 | -6.0 | 8.9 | 0.1 | -2.1 | 18.4 | 7.3 | 3.6 | -7.9 | -6.0
Cc1ccc(/C=N/Nc2nc(N3CCCCC3)nc(N3CCCCC3)n2)o1 | -8.9 | 0.8 | -6.2 | 4.6 | -9.7 | 8.0 | 4.4 | 7.5 | -4.1
CC(=O)Nc1ccccc1NC(=O)C/C(C)=N/NC(=O)c1cccnc1 | -8.1 | 20.3 | 0.3 | 1.4 | -10.1 | 21.1 | 0.1 | -12.6 | -1.2
COCCN(C(=O)COC(=O)CCC(=O)c1ccc(Cl)cc1)c1c(N)n(Cc2ccccc2)c(=O)[nH]c1=O | -11.2 | 11.5 | 0.7 | -2.5 | 14.5 | -2.5 | -1.6 | 7.5 | -3.6
CC1=C(C(=O)OCc2ccccc2)C(c2ccc(N(C)C)cc2)NC(=O)N1 (stereo not drawn) | -1.0 | 9.2 | -2.2 | 7.2 | 4.2 | 5.8 | -5.2 | 2.5 | -2.7
Cc1ccc(S(=O)(=O)N(C)C)cc1NC(=O)C(C)Sc1ccccc1 (stereo not drawn) | -4.3 | 6.6 | -2.5 | -6.3 | 32.0 | 7.7 | 3.7 | -6.9 | -3.3
C[N+]1(CC(=O)OCCCc2ccccc2)CCCC1 | 2.0 | 20.1 | -0.8 | 1.1 | -20.0 | -12.6 | 3.4 | 1.3 | 1.3
Cc1ccc(C(=O)CCC(=O)Nc2cccc(C(F)(F)F)c2)cc1 | 2.8 | 1.2 | -3.7 | 2.9 | 25.7 | 3.1 | 1.5 | -7.3 | -2.4
COc1ccc(CC(=O)N2CCC(n3nccc3NC(=O)C3CCOC3)CC2)cc1 (stereo not drawn) | -10.6 | 15.8 | -2.5 | -0.1 | 32.9 | 4.2 | 5.2 | -9.9 | -3.1
O=C(NC(=S)Nc1ccc(F)cc1)c1ccc2c(c1)OCCO2 | 0.4 | 5.0 | 0.2 | 1.1 | 7.7 | -3.7 | 2.6 | -2.9 | 1.6
COC(=O)CCc1nc2cc(Cl)ccc2n(Cc2ccccc2)c1=O | -4.1 | -3.5 | 5.2 | -4.1 | 31.7 | -7.4 | 2.8 | -5.6 | -1.7
CCOC(=O)c1cc2c(c(CSc3nc4ccccc4c(=O)n3Cc3ccco3)c1)OCOC2 | -10.1 | 12.0 | 0.2 | -0.1 | -1.2 | -0.9 | -4.2 | -5.8 | 0.5
O=C(O)[C@H](Cc1ccccc1)Nc1ccc([N+](=O)[O-])cn1 | 5.6 | 23.0 | -1.9 | 2.7 | 38.1 | 0.7 | 2.7 | -17.0 | -0.3
CC(C)CNC(=O)C(=O)NCC1OCCN1S(=O)(=O)c1cccs1 (stereo not drawn) | -4.8 | 8.3 | 0.1 | -0.2 | 19.8 | 0.3 | -2.4 | -10.9 | -2.2
CCc1ccc(S(=O)(=O)NCCc2csc(-c3ccccc3)n2)s1 | 4.5 | 33.2 | -2.5 | 3.6 | -17.4 | 5.5 | -1.7 | 12.3 | -2.4
CCOc1cc([N+](=O)[O-])cc(/C=C2/NC(=O)N(Cc3ccccc3F)C2=O)c1O | -11.6 | 0.3 | 0.1 | 0.9 | 49.8 | 11.7 | 3.2 | 5.2 | -3.2
CC(=O)N1c2ccc(S(=O)(=O)N3CCC(C(=O)NC4CCCCC4C)CC3)cc2CC1C (stereo not drawn) | -6.7 | 14.7 | -2.0 | -2.4 | -0.5 | 17.8 | 6.1 | -10.2 | -0.7
CC1CCC(C(C)C)C(=O)/C1=C/c1ccc(N)cc1 (stereo not drawn) | -9.5 | · | 0.6 | -2.0 | 32.1 | -4.7 | 0.8 | -6.8 | -2.2
CN(Cc1ccccc1)C(=O)CSc1nnc(-c2ccco2)n1-c1ccccc1 | -9.1 | 26.2 | -0.3 | 2.3 | 37.0 | -4.5 | 1.3 | 5.7 | -3.3
Cc1cccc2sc(NNC(=O)C3=COCCO3)nc12 | -10.2 | -9.0 | -3.0 | 7.2 | 20.0 | 43.0* | 6.9 | -9.2 | -2.5
O=C(CSc1ccc(-c2ccccn2)nn1)N1CCc2ccccc21 | -14.1 | 8.7 | -2.3 | -2.3 | -10.2 | -1.1 | 9.0 | 5.8 | -5.3
CC(=O)Nc1ncc(Cc2cccc(Cl)c2)s1 | 9.6 | -0.9 | -3.1 | 5.8 | 60.1* | 4.7 | -11.8 | -2.3 | -2.6
COc1ccccc1C(=O)Nc1ccc2oc(-c3ccc(F)cc3)nc2c1 | -4.7 | 0.6 | -1.6 | 0.6 | 5.8 | -11.4 | -2.4 | 1.1 | -4.7
COc1ccccc1C(=O)Nc1cccc(-c2cn3ccsc3n2)c1 | -17.3 | -1.4 | -3.6 | · | -23.9 | 3.8 | · | -0.8 | -3.0
O=C(/C=C/c1ccccc1)Nc1nnc(-c2ccco2)o1 | -7.2 | -8.4 | -1.3 | -4.7 | 29.2 | -10.0 | 2.5 | -3.4 | -0.4
COc1ccccc1OCc1nnc(SCCN2CCOCC2)o1 | 0.5 | 10.3 | -0.7 | 9.0 | 23.6 | 2.9 | -5.0 | -14.0 | -1.7
COc1ccc(N(CC(=O)N/N=C(\C)c2ccc(OC)c(OC)c2)S(=O)(=O)c2ccccc2)cc1 | -9.7 | 2.3 | -3.4 | 2.5 | 22.7 | 6.3 | 2.7 | -22.9 | -2.2
CCOC(=O)c1cnn(CCOC(=O)c2ccc(OC)cc2)c1NC(=O)c1ccc(OC)cc1 | 3.0 | 12.7 | -0.5 | 0.1 | 3.2 | -11.3 | 5.0 | 0.2 | -0.2
O=C(CSc1nnc(COc2ccccc2Cl)o1)NC(=O)NC1CCCC1 | -9.1 | 6.0 | -3.8 | 12.7 | 13.5 | -4.8 | 5.0 | -8.1 | -5.7
O=C(Nc1cc(S(=O)(=O)N2CCCCC2)ccc1N1CCOCC1)c1cc(=O)[nH]c2ccccc12 | -5.8 | · | -2.9 | -0.7 | 38.3 | -1.2 | -0.6 | -4.4 | -2.0
CC(C)Oc1cccc(C(=O)Nc2ccc(N3CCN(S(C)(=O)=O)CC3)cc2)c1 | 1.7 | -17.6 | -2.9 | 2.5 | -6.8 | -6.6 | 2.2 | -5.3 | -3.1

Molecules shown so far containing a COOH group:
SMILES | GPR7 antagonist | NALP1 inh | VIM-2 inh | IDE inh | PHOSPHO1 block | M18AAP inhibitor | IDE cell activ | p-CIP stab down | IMP-1 inhibitor
O=C(O)c1ccccc1C(=O)Nc1ccc(S(=O)(=O)N2CCCC2)cc1 | -6.0 | 8.9 | 0.1 | -2.1 | 18.4 | 7.3 | 3.6 | -7.9 | -6.0
O=C(O)[C@H](Cc1ccccc1)Nc1ccc([N+](=O)[O-])cn1 | 5.6 | 23.0 | -1.9 | 2.7 | 38.1 | 0.7 | 2.7 | -17.0 | -0.3

Next part:
SMILES | GPR7 antagonist | NALP1 inh | VIM-2 inh | IDE inh | PHOSPHO1 block | M18AAP inhibitor | IDE cell activ | p-CIP stab down | IMP-1 inhibitor
COc1cccc(N2C(=O)CN(Cc3ccc(OC)c(OC)c3)C2=S)c1 | 10.4 | 16.8 | -0.2 | -0.1 | 42.2 | -6.4 | 4.2 | -10.9 | 1.6
O=C(OC(C(=O)NCc1cccs1)c1ccc(F)cc1)c1ccco1 (stereo not drawn) | -8.3 | 15.8 | -3.5 | 5.5 | 15.4 | 4.0 | -2.8 | -3.1 | -0.8
COC(=O)c1sc(NC(=O)COc2ccc(OC)cc2)nc1C | 7.1 | · | -1.6 | 0.5 | · | -3.7 | 2.5 | · | -1.4
CCOC(=O)CCCNC(=O)CN1CCC(c2nc3ccccc3s2)CC1 | -14.5 | 13.9 | 1.5 | -3.4 | 37.0 | -3.8 | 0.8 | -1.2 | -0.6
CC(C)[N+](C)(C)CC(O)CN(c1ccccc1)c1ccccc1 (stereo not drawn) | -21.0 | -4.3 | 2.5 | -0.6 | 85.1* | -1.1 | 1.0 | -4.2 | -0.2

High-throughput results (PubChem)
